SMN2 splice up – enhancers of SMN2 splice variant expression; HEK293 SMN2-luciferase splicing reporter, luminescence, 30-36 h; Potency, µM (doses to about 46.1 µM), for inactives: top-dose activity change, positive = activation, most hits filed as activators; hit rate 2.8% among 210,000; AID 1458; note: % of control where 0% means no effect; nearly all actives have a fitted effect of over 55% in size
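qHTS luciferase splicing reporter: luminescence rises when SMN2 exon 7 is included in transfected HEK293 cells. Compound exposure lasted 30-36 h at 37C, with 4.5 mM final sodium butyrate as control, followed by a ONE-Glo read.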
Lamin A splicing – LMNA splicing modulation | HeLa LMNA splicing GFP/RFP minigene ratio, 48 h | Potency, µM (titrated, usually from 46.1 µM), inactives show at the highest dose ratio change, negative = inhibition, hits mostly inhibitors | hit rate 0.01% among 200,000 | AID 1487; active = well fitted inhibition curve with a large enough effect in the signal ratio, with a control signal flat, not every such curve was filed as active; inconclusive = small, poorly fitted or top-dose-only effect, or effect the other way, or a change in a side signal; the % refers to the signal ratio; note: % is set by controls: 0 for no effect and ±100 for the full control effect
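S3 HeLa stable clones carrying a lamin A-EGFP splicing minigene plus DsRed2 were seeded at 600 cells/well in Opti-MEM with 2% FBS, pin-dosed and incubated 48 h at 37°C. Acumen cytometry (488 nm) gave the GFP/RFP total-intensity ratio.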
TRb SRC2 PPI – disrupts binding of human TR beta to SRC2; P10828; TRbeta-SRC2 peptide binding, fluorescence polarization; receptor liganded with 1 µM T3; Potency, µM (titrated, usually from 106 µM), for the others: top-dose activity change, negative = inhibition, most hits filed as inhibitors; hit rate 0.065% among 280,000;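 note: plate controls were bound peptide for no effect and peptide without receptor for full effect; nearly all actives have a fitted effect of over 50% in size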
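Compounds were added to 0.6 uM TRb ligand-binding domain and 20 nM Texas Red-labeled SRC2 peptide in Tris buffer containing 1 uM T3, incubated 5 hr at ambient temperature, then read by fluorescence polarization.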
ALDH1A1 block – inhibitors of human aldehyde dehydrogenase 1A1; Purified ALDH1A1, NADH fluorescence, propionaldehyde substrate; Potency, µM (series often up to 75.3 µM), for the others: at the top dose activity, negative = inhibition, usual class: inhibitors; hit rate 7.3% among 220,000; active = well fitted inhibition curve with a large enough effect, not every such curve was filed as active; inconclusive = small, poorly fitted or top-dose-only effect, or another doubt; inactive = no such curve, though single readings can be large or run the other way;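 note: plate controls were no enzyme wells and a reference inhibitor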
TR SRC2 fluor cs – alters Texas Red total fluorescence, flagging assay interference | hit rate 0.29% among 280,000 | Potency, µM (doses to about 106 µM), for the others: top-dose fluorescence change, negative = quenching | TRb/SRC2 Texas Red total fluorescence interference; active = well fitted curve in either direction with a large enough effect; inconclusive = small, poorly fitted or top-dose-only effect; note: % is set by controls: 0 for no effect and ±100 for the full control effect
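Human TRβ ligand-binding domain (0.6 uM) and Texas Red SRC2 peptide (20 nM) in Tris buffer with 1 uM T3 and 5% DMSO were incubated with pinned compound for 5 hr at ambient temperature. Total fluorescence was computed as S + 2P (555/632 nm).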
JMJD2E inh – inhibitors of human JMJD2E histone demethylase; AID 2147; Potency, µM (doses to about 57.1 µM), inactives show at the highest dose activity change, negative = inhibition, usual class: inhibitors; hit rate 1.6% among 230,000; B2RXH2; JMJD2E catalytic domain, FDH-coupled NADH fluorescence (FDH is formaldehyde dehydrogenase); active = well fitted inhibition curve with a large enough effect, not every such curve was filed as active; inconclusive = small, poorly fitted or top-dose-only effect, or another doubt; inactive = no such curve, though single readings can be large or run the other way;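 note: 0% = wells with enzyme and -100% = buffer wells without enzyme; nearly all actives have a fitted effect of over 50% in size; many of its hits are not listed in these tables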
Target sequence (B2RXH2 1-337 limits assumed): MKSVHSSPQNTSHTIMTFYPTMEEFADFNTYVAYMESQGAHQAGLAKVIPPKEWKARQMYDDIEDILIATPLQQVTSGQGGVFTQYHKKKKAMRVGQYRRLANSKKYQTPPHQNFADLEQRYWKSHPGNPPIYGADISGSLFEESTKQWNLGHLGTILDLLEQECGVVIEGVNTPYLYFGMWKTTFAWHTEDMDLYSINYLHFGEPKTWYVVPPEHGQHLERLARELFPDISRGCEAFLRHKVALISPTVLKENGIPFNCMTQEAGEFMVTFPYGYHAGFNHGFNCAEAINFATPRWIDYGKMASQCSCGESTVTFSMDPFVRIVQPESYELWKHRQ
GoLoco inh red – blocks human Gai1 binding to RGS12 GoLoco peptide, red readout | hit rate 0.44% among 230,000 | Potency, µM (titrated, usually from 61.6 µM), inactives show top-dose activity, negative = inhibition, usual class: inhibitors | P63096 | Gai1:RGS12 GoLoco peptide FP, rhodamine, 10 min | AID 880; active = well fitted inhibition curve with a large enough effect, not every such curve was filed as active; inactive = no such curve, though single readings can be large or run the other way; note: % is set by controls: 0 for no effect and ±100 for the full control effect; nearly all actives have a fitted effect of over 30% in size; many of its hits are not listed in these tables
Target sequence (P63096 whole entry, looked up): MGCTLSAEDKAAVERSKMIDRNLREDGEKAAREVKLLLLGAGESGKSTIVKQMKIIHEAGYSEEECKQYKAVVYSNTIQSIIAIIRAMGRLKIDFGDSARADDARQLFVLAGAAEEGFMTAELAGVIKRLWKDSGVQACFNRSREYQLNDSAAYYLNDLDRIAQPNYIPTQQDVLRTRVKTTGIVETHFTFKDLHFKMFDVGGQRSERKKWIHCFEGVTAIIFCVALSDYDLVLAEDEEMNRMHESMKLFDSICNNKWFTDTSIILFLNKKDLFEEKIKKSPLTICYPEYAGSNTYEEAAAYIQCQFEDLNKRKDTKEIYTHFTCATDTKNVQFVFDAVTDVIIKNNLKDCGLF
RECQ1 inh – blocks DNA unwinding by human RECQ1; P46063; RECQ1 DNA unwinding, red fluorescence kinetic read; Potency, µM (highest dose often 57.3 µM), without a hit: at the highest dose activity, negative = inhibition, actives largely listed as inhibitors; hit rate 0.54% among 240,000; AID 2549;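 note: plate controls were vehicle for no effect and no enzyme for full effect; nearly all actives have a fitted effect of over 30% in size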
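RECQ1T1 50 nM; forked duplex (20 bp + 30-nt ss tails) 200 nM, ATP 2 mM final; pH 8.0, 2 mM MgCl2, 2.5 ug/ml poly(dI-dC); 15 min compound preincubation; discontinuous kinetic read over 2 h at RT.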
The depositor's hits bear a star; i = inactive; ? = inconclusive; nt = not tested or not shown; [ ] = remark or other dose. Unless noted, calls come from the whole dose curve; as a rule, active = well fitted curve in the direction sought with a large enough effect; inconclusive = small, poorly fitted or top-dose-only effect, or another doubt; inactive = no such curve, though single readings can be large; an effect the other way counts as inactive or inconclusive. Potency is the fitted concentration of half-maximal effect. A portion of the library; count on the stated rates, not on these rows.

SMILES	SMN2 splice up	Lamin A splicing	TRb SRC2 PPI	ALDH1A1 block	TR SRC2 fluor cs	JMJD2E inh	GoLoco inh red	RECQ1 inh
Cc1nc(CSc2nnc(N)s2)cs1	-13%	9%[46 µM]	-1%	-1%	-5%	4%	-1%	-1%
NC(=O)CSc1nnc2ccc(-c3ccc(F)cc3)nn12	11%	nt	3%	?	-2%	?	6%	10%
Cc1nnc2sc(SCc3ccc(Br)cc3)nn2c1=O	0%	nt	6%	1%	-2%	0%	-3%	-6%
COc1ccc(C2(C(=O)c3ccccc3)C(=O)c3ccccc3C2=O)cc1	nt	nt	2%	nt	-2%	-2%	16%	-1%
Cc1ccc(OC(=O)C23CC4CC(CC(C4)C2)C3)c(C)n1	-14%	-6%	0%	-1%	-6%	-29%	0%	-2%
COc1ccc(CN=CC2=C(O)CC(C)(C)CC2=O)cc1	6%	-2%	2%	-5%	-3%	1%	5%	-9%
COc1cc(OC)cc(C(=O)n2cnnc2N)c1	-4%	8%	5%	0%	0%	5%	7%	-10%
CCCCNC(=S)NC1CCCC1	-3%	-12%	-10%	7%	0%	-5%	0%	-9%
O=C(Cn1cnc(Cl)c1Cl)c1ccc(F)cc1	-23%	5%[9.22 µM]	-2%	-9%	-1%	0%	-3%	4%
O=C(Nc1ccccc1)c1sc(Cl)nc1-c1ccccc1	12%	13%	-7%	4%	3%	10%	5%	-6%
O=C(c1ccc(F)cc1)C(C(=O)N1CCCCC1)n1ccccc1=O (configuration not stated)	nt	?	2%[53 µM]	6%	0%[53 µM]	3%	6%	-4%
COc1ccc(NC(=O)CSc2nnc(Cn3c(=O)sc4ccccc43)n2C)cc1OC	7%	-5%	4%	-5%	-4%	2%	9%	8%
CCOC(=O)CNC(=S)N(CCCN1CCCCC1)Cc1cccs1	-2%	5%[46 µM]	3%	-9%	0%	4%	8%	i
O=S(=O)(NCC(O)c1ccccc1)c1ccc(-c2ccccn2)s1 (configuration not stated)	nt	nt	-7%	0%	-1%	-10%	1%	-7%
CC(NC(=O)CCSCCC(=O)NC(C)c1ccccc1)c1ccccc1 (configuration not stated)	-6%	5%	-9%	-2%	-1%	4%	4%	-12%
Cc1cc(C)nc(NC2=NCCN2C(=O)NC2CCCCC2)n1	13%	-4%	-2%	-1%	-4%	2%	5%	-1%
COc1ccc2nc(NC(=O)Cn3cnc4c(=O)n(C)c(=O)n(C)c43)sc2c1	-13%	13%	-11%	-7%	-1%	-4%	9%	-2%
CN1CC[C@@]2(CCCN(C(=O)c3cc(C(F)(F)F)cc(C(F)(F)F)c3)C2)C1	4%	nt	nt	-3%	nt	nt	8%	-10%
COc1ccc(CCn2c(-c3ccccc3)nc3c(c(=O)c4ccccc4n3C)c2=O)cc1	19%	-15%	-7%	2%	-4%	-5%	7%	-3%
c1ccc(CSc2n[nH]c(-c3ccco3)n2)cc1	nt	10%	-4%	-5%	-7%	6%	5%	i

Retrieved by compound from the list above:
SMILES	SMN2 splice up	Lamin A splicing	TRb SRC2 PPI	ALDH1A1 block	TR SRC2 fluor cs	JMJD2E inh	GoLoco inh red	RECQ1 inh
Cc1nnc2sc(SCc3ccc(Br)cc3)nn2c1=O	0%	nt	6%	1%	-2%	0%	-3%	-6%
CN1CC[C@@]2(CCCN(C(=O)c3cc(C(F)(F)F)cc(C(F)(F)F)c3)C2)C1	4%	nt	nt	-3%	nt	nt	8%	-10%
CC(NC(=O)CCSCCC(=O)NC(C)c1ccccc1)c1ccccc1 (configuration not stated)	-6%	5%	-9%	-2%	-1%	4%	4%	-12%

One compound at a time, from the list above:
O=C(Cn1cnc(Cl)c1Cl)c1ccc(F)cc1 is entered as SMN2 splice up = -23%; Lamin A splicing = 5%[9.22 µM]; TRb SRC2 PPI = -2%; ALDH1A1 block = -9%; TR SRC2 fluor cs = -1%; JMJD2E inh = 0%; GoLoco inh red = -3%; RECQ1 inh = 4%
CN1CC[C@@]2(CCCN(C(=O)c3cc(C(F)(F)F)cc(C(F)(F)F)c3)C2)C1 is entered as SMN2 splice up = 4%; Lamin A splicing = nt; TRb SRC2 PPI = nt; ALDH1A1 block = -3%; TR SRC2 fluor cs = nt; JMJD2E inh = nt; GoLoco inh red = 8%; RECQ1 inh = -10%

Individual results from the entries so far:
Under RECQ1 inh, O=C(Nc1ccccc1)c1sc(Cl)nc1-c1ccccc1 reads -6%
Under JMJD2E inh, COc1cc(OC)cc(C(=O)n2cnnc2N)c1 reads 5%
Under SMN2 splice up, COc1ccc(NC(=O)CSc2nnc(Cn3c(=O)sc4ccccc43)n2C)cc1OC reads 7%

New compounds follow.
SMILES	SMN2 splice up	Lamin A splicing	TRb SRC2 PPI	ALDH1A1 block	TR SRC2 fluor cs	JMJD2E inh	GoLoco inh red	RECQ1 inh
C=CCn1c(SCC(=O)N2CCc3ccccc3C2)nnc1-c1ccncc1	-35%[inhibitor]	-9%	9%	-12%	-3%	1%	-14%	-8%
COc1cccc(OCC(Cn2cnc3ccccc32)OC(C)=O)c1 (configuration not stated)	-11%	nt	7%	3%	-3%	-2%	0%	i
C[N+](C)(C)CCCCCCC(=O)/C=N/O	-10%	-6%	-3%	8%	-2%	-15%	1.8µM*	4%
C=CCN1C(=CCO)[C@H]2C[C@H]3[C@@H]1CC[C@@]31c3ccccc3N3C=C4[C@@H]5N(/C=C/2[C@H]31)c1ccccc1[C@]51CC[C@H]2[C@H]1C[C@@H]4/C(=C/CO)N2CC=C	-2%[20.6 µM]	?	0%[53 µM]	-2%[20.9 µM]	-2%[53 µM]	5%[25.5 µM]	5%[21.6 µM]	-8%[25.9 µM]
Cc1ccc(NC(=O)CN2C(=O)NC(Cc3ccccc3)C2=O)cc1 (configuration not stated)	nt	2%	-22%	4%	2%	1%	nt	i
O=C(O)c1cccc(-c2ccc(/C=N/n3cnc4sc5c(c4c3=O)CCCC5)o2)c1	nt	nt	0%	nt	-3%	?	15%	-3%
CC(C)(C)C(=O)N1CCN(c2nc3ccccc3o2)CC1	-6%	nt	4%	6%	-4%	0%	-6%	-3%
COC(=O)c1sccc1NC(=S)N1CCCCC1	0%	0%	-19%	7.9µM*	-4%	7%	-11%	9%
O=C(Cn1cnc2ccccc2c1=O)NCCC(=O)N1CCN(c2ccccc2)CC1	5%	5%	-16%	-4%	3%	1%	11%	-12%
CC(C)(C)NC(=O)C(c1cccs1)N(CC1CCCO1)C(=O)Cn1nnc(-c2cccs2)n1 (configuration not stated)	-8%	-7%	-1%	?	0%	-1%	1%	-10%
NC(=S)Nc1cc(Cl)cc(Cl)c1	nt	nt	2%	nt	1%	2%	8%	-9%
Fc1ccccc1/C=N/Nc1nn[nH]n1	-16%	-2%	3%	6%	-1%	4%	-36%	-13%
O=c1cc(O)nc(-c2ccc(Cl)cc2)s1	13%	nt	8%	16µM*	-2%	1%	15%	i
O=C1c2ccccc2NC2(CCCCC2)N1c1ccc(O)cc1	8.9µM*	-14%	-14%	?	-2%	?	7%	-5%
CCOC(=O)n1c(=O)n(Cc2ccccc2C)c2ccccc21	-2%	26%[46 µM]	-6%	7%	-1%	-2%	-9%	-7%
CCc1ccc(OCC(=O)N2CCN=C2c2ccccc2)cc1	-18%	0%	-5%	-2%	-4%	2%	3%	-5%
CC(O)CNCc1ccc(Cl)cc1Cl (configuration not stated)	-5%	nt	-2%	-2%	-1%	0%	13%	i
O=C(Cn1c2ccccc2c(=O)c2ccccc21)Nc1ccccc1F	-11%	2%	2%	?	-30%	4%	-7%	1%
CN1CCN(C(=O)c2ccccc2NC(=O)CCN2C(=O)c3ccccc3C2=O)CC1	37%	3%	0%	7%	1%	4%	7%	i
O=C(c1ccccc1)c1ccc(OC(=O)N2CCCC2)cc1	4%	-17%	1%	-5%	1%	7%	3%	1%
O=C(NCc1ccccc1)C1=C[C@@H](c2coc3ccccc3c2=O)C[C@@H](OCCCCO)O1	nt	nt	-1%	?	1%	8%	-23%	-8%
Cc1ccc(-n2c(C)cc(/C=C3/C(=N)N4C(c5ccccc5)=CSC4=NC3=O)c2C)cc1	-23%	-12%	-8%	-6%	2%	-7%	15%	-3%
COc1ccc(S(=O)(=O)NNC(=O)c2cccs2)cc1	nt	-4%[46 µM]	-1%	?	1%	-20%	21%	-1%
CC(=O)NNc1nc(-c2ccc(C)cc2)cs1	24%	-5%[46 µM]	12%	?	1%	?	10%	-10%
N#CC(C#N)=CC1=C2OC(c3ccccc3)=CC(c3ccccc3)=C2CCC1	-31%[inhibitor]	1%	-3%	-2%	-1%	-7%	7%	-4%
COc1ccc(OC)c(CNC(=O)CCN2C(=O)COc3ccccc32)c1	-2%	-9%	-6%	-6%	0%	1%	5%	-2%
COc1cc(NC(=O)CCCc2c[nH]c3ccccc23)cc(OC)c1	1%	-12%	-4%	-5%	-12%	?	-14%	-1%
CCOc1ccc(C(=O)NC(=S)Nc2ncccc2C)cc1[N+](=O)[O-]	-7%	-4%	-1%	?	-1%	-9%	6%	3%
NC(=O)Cn1nc([N+](=O)[O-])nc1Oc1ccccc1C(=O)N1CCOCC1	2%	nt	1%	0%	-1%	-2%	-5%	1%
COc1ccc(Cl)cc1S(=O)(=O)NCc1cccs1	?	-6%	0%	-4%	2%	3%	4%	i
COCCNC(=O)NC1(C(F)(F)F)Oc2ccc(Cl)cc2O1 (configuration not stated)	nt	?	3%	?	-2%	?	nt	i
CCOC(=O)c1ccccc1Oc1c(F)c(F)nc(NCCO)c1F	10%	19%	-3%	?	1%	-3%	-12%	-5%
CCN(CC)S(=O)(=O)c1cccc(C(=O)NCC2CCCO2)c1 (configuration not stated)	-2%	-3%	-12%	-5%	0%	-1%	5%	-1%
CC1(NC(=O)N2CCOCC2)CCS(=O)(=O)C1 (configuration not stated)	5%	9%[0.0737 µM]	-13%	8%	1%	-3%	3%	i

From PubChem
